Bioassay records (PubChem)
hERG WT inh = qHTS for Inhibitors of KCHN2 3.1: Wildtype qHTS. Voltage-gated inwardly rectifying potassium channel KCNH2 (Homo sapiens), Q12809. U2OS, BacMam KCNH2, thallium flux FluxOr; stronger effect = lower value. activity change, % at 1.84 µM. 0.37% of 340,000 active;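 active = maximum activity change below -70%; inconclusive = maximum activity change between -70% and -50%; inactive = maximum activity change above -50%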; note: % is set by controls: 0 for no effect and ±100 for the full control effect
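U2OS cells were transduced with wild-type KCNH2 virus (2.03 x 10^8 / mL) for 4 h at room temperature, then cultured overnight at 37 C. Thallium flux was read with FluxOr dye. Rate constants were normalized to DMSO controls.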
Eya2 inh = qHTS Assay for Inhibitors of the Phosphatase Activity of Eya2; AID 488837, 2010; Protein phosphatase EYA2 (Homo sapiens), O00167; Potency, µM (highest dose often 76.9 µM), without a hit: at the top dose activity, negative = inhibition, actives largely listed as inhibitors; recombinant Eya2, OMFP fluorescence dephosphorylation (OMFP is methylfluorescein phosphate); 0.006% of 330,000 active; note: potency is the fitted concentration of half-maximal effect; % is set by controls: 0 for no effect and ±100 for the full control effect
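Eya2 protein (added as 0.2 uM solution) was preincubated with compound for 10 min at ambient temperature in 50 mM HEPES pH 7.5, 50 mM NaCl, 5 uM MgCl2, 0.05% BSA, 1 mM DTT. OMFP (added at 50 uM) then reacted 10 min; fluorescence read at 485/525 nm.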
TCR activator = Activators of T cell receptors: qHTS campaign | primary human leukocytes, anti-CD3, IL-2 HTRF, 48 h | Potency, µM (top dose mostly 9.22 µM), without a hit: top-dose activation of IL-2 secretion, most hits filed as activators | 330,000 tested, under 10 active; note: % of control where 0% means no effect
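Primary human leukocytes incubated 48 hr with anti-CD3 beads plus compound, without co-stimulation. Secreted IL-2 measured by HTRF (europium cryptate/d2 anti-IL-2 pair, 320 nm excitation, 665 nm emission).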
AT treatment = qHTS Assay for Identifying a Potential Treatment of Ataxia-Telangiectasia; Potency, µM (titrated, usually from 57.5 µM), inactives show top-dose activation, actives largely listed as activators; […] A-T fibroblasts, KAP-1 phosphorylation AlphaLISA; neocarzinostatin DNA damage 30 min before lysis; 0.19% of 320,000 active; note: potency is the fitted concentration of half-maximal effect; % of control where 0% means no effect; nearly all actives have a fitted effect of over 45% in size
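hTERT-immortalized A-T patient fibroblasts ([…]), 500 cells/well in OPTI-MEM, 1% FBS, got compounds for 60 min, then NCS for 30 min at 37C. Lysates were then assayed for phospho-KAP-1 by AlphaLISA (anti-pKAP1 donor, anti-KAP1 acceptor beads), 6 hr at 25C.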
ELG1 repair inh = qHTS screen for small molecules that inhibit ELG1-dependent DNA repair in human embryonic kidney (HEK293T) cells expressing luciferase-tagged ELG1; HEK293T ELG1-luciferase reporter, luminescence, 16 h; DNA damage induced by 5-fluorouridine; Potency, µM (series often up to 46.1 µM), without a hit: top-dose activity change, negative = inhibition, usual class: inhibitors; 2.3% of 330,000 active; note: potency is the fitted concentration of half-maximal effect; % is set by controls: 0 for no effect and ±100 for the full control effect; nearly all actives have a fitted effect of over 55% in size
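Cells (2,000 per well) received 5-fluorouridine plus test compound or DMSO and were incubated 16 hr at 37 °C, 5% CO2. Luciferase activity was read by luminescence 30 min after ONE-Glo addition; signal suppression marked inhibition of damage-induced ELG1 function.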
Mito fusion act = qHTS Assay for Small Molecule Inhibitors of Mitochondrial Division or Activators of Mitochondrial Fusion | S. cerevisiae fusion-defective mutant growth rescue, CellTiterGlo 48 h | Potency, µM (highest dose often 46.1 µM), inactives show top-dose growth rescue (activation), actives largely listed as activators | 0.23% of 320,000 active;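 note: potency is the fitted concentration of half-maximal effect; % of control where 0% means no effect; nearly all actives have a fitted effect of over 45% in size; temperature-sensitive fusion mutants such as fzo1-1 at 37 °C on non-fermentable ethanol glycerol medium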
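Growth-rescue viability read-out: after 48 h at the non-permissive 37C in glycerol/ethanol YPEG, yeast mitochondrial fusion mutants are measured by CellTiterGlo luminescence; compounds (23 nl pinned per well) restoring growth score as division inhibitors or fusion activators.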
TRPV1 ag = HTS Assay for Compounds that Act as Agonists of the Vanilloid Receptor 1 | Transient receptor potential cation channel subfamily V member 1 (Homo sapiens), Q8NER1 | TRPV1-expressing cells, Fluo-8 calcium influx, agonist mode | activation, % at 8.33 µM | 0.19% of 320,000 active; in the data active = activation above about 80%; inconclusive = between about 30% and that limit; note: 0% is about no effect
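TRPV1-expressing cells were cultured overnight at 35.5C and loaded with Fluo-8 calcium dye for 40 to 90 min at room temperature. After a 10 s baseline, compound was added and calcium influx was read kinetically for 3 min (ex 480/em 520 nm).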
KCNH2 3.1 block = qHTS for Inhibitors of KCHN2 3.1: Mutant qHTS | 0.95% of 340,000 active | activity change, % (tested at about 1.8 µM) | AID 720553, 2013 | Potassium voltage-gated channel subfamily H member 2, brain isoform KCNH2 3.1 (human) | U2OS KCNH2 3.1, thallium flux FluxOr; stronger effect = lower value;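 active = maximum activity change below -70%; inconclusive = maximum activity change from -70% to -50%; inactive = maximum activity change above -50%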;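 note: thallium influx rate constant from kinetic fluorescence after stimulation buffer; % is set by controls: 0 for no effect and ±100 for the full control effect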
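Thallium flux via FluxOr fluorescence (Red40 quencher, 45 min loading) in U2OS cells virally expressing the KCNH2 3.1 isoform (1.77 x 10^8 /mL virus, overnight at 37 C). Rate constants from 2-min kinetic reads post-stimulation, normalised to positive and negative controls.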
USP2a block = qHTS Assay for Inhibitors of Ubiquitin-specific Protease USP2a Using CHOP2 as the Reporter | 0.01% of 330,000 active | Potency, µM (doses to about 38.3 µM), inactives show top-dose activity change, negative = inhibition, most hits filed as inhibitors | USP2 core, Ub-CHOP2 coupled fluorogenic reporter, 485/531 | Ubiquitin carboxyl-terminal hydrolase 2 (Homo sapiens), O75604;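 note: potency is the fitted concentration of half-maximal effect; plate controls were DMSO wells for no effect and full inhibition by NEM control for full effect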
Target sequence (O75604 whole entry, looked up): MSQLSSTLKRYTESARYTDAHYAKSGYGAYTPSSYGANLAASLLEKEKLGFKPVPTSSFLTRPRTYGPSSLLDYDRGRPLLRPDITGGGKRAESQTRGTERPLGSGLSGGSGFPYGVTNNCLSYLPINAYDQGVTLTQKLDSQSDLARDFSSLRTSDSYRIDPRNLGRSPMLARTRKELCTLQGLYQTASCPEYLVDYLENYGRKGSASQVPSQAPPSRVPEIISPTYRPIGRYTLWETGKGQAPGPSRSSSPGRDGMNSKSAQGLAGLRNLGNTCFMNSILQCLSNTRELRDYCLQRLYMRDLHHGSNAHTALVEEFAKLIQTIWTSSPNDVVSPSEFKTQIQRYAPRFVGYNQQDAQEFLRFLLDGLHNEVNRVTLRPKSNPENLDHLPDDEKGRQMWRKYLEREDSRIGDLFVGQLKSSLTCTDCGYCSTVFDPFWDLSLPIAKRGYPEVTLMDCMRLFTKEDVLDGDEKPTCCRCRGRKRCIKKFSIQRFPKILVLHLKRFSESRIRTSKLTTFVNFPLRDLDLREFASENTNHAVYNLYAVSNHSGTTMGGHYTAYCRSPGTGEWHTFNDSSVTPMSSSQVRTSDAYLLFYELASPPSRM
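Deubiquitinase activity read as fluorescence (485/531 nm) after Ub-CHOP2 cleavage activates the enterokinase reporter on its substrate; USP2 core 10nM, Ub-CHOP2 and substrate 25nM each, 30min compound preincubation then 60min RT; data normalized to NEM, curves fitted.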
TSHR antag = Antagonists of the Thyroid Stimulating Hormone Receptor: HTS campaign. TSHR-expressing cells, TSH-stimulated cAMP HTRF, 2 h; stronger effect = lower value. activity change, negative = inhibition, % at 11.5 µM. 0.2% of 330,000 active. AID 504810, 2011;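 active = activity change below a set negative limit, meaning inhibition stronger than a set level, cut at about -70% in these data; inconclusive = activity change between two set negative limits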; note: % is set by controls: 0 for no effect and ±100 for the full control effect
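Inhibition of cAMP made by TSHR-expressing cells under TSH stimulation (4nM final, EC80; 2 h, 37 deg C) is quantified with a one-step lysis HTRF kit, anti-cAMP cryptate versus cAMP-d2.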
An asterisk follows results filed as active; ? = inconclusive; · = not tested or not shown; [ ] = another dose, or the depositor's remark. Unless noted, calls come from the whole dose curve; as a rule, active = well fitted curve in the direction sought with a large enough effect; inconclusive = small, poorly fitted or top-dose-only effect, or another doubt; inactive = no such curve, though single readings can be large; an effect the other way counts as inactive or inconclusive. A portion of the library; rates above refer to the full screens.

Every second line gives: hERG WT inh	Eya2 inh	TCR activator	AT treatment	ELG1 repair inh	Mito fusion act	TRPV1 ag	KCNH2 3.1 block	USP2a block	TSHR antag
CCS(=O)(=O)c1nc(S(=O)(=O)c2ccc(Cl)cc2)c(NCCN2CCOCC2)s1
 : 4	-2%	-11%	-2%	5%	10%	4	19	2%	6
CCc1ccccc1N(CC(=O)NC(C)C)C(=O)CCC(=O)Nc1nccs1
 : 9	3%	8%	1%	6%	3%	5	11	1%	-9
CC(=O)C1=C(C)NC(C)=C(C(C)=O)C1c1ccc(-c2ccccc2Cl)o1
 : 8	-4%	-2%	2%	?	3%	8	-12	-2%	-13
CCOc1cc(NC(=S)NCc2ccco2)c(OCC)cc1NC(=O)CC
 : -2	1%	-14%[46.1 µM]	-20%	2%	-5%	5	-1	6%	-15
CN(C)S(=O)(=O)c1cccc(COC(=O)c2cc([N+](=O)[O-])ccc2N2CCOCC2)c1
 : 2	-32%	4%	2%	?	-4%	1	-24	-2%	-16
CCOc1ccc(N2C(=O)CC(/C=C3/N(C)c4ccccc4C3(C)C)C2=O)cc1 (stereo not drawn)
 : 4	·	5%	·	·	4%	0	2	·	·
CC(=O)c1ccc(N2CCN(C(=O)c3nn(C)c4c3CS(=O)(=O)c3ccccc3-4)CC2)cc1
 : 16	6%	-5%	7%	-6%	1%	-1	-17	1%	-13
Cc1n(C)c2cc(Cl)ccc2[n+]1Cc1ccccc1
 : 13	7%	3%	0%	-23%	1%	1	8	0%	-1
CN(C)S(=O)(=O)c1ccc(C(=O)Nc2ccc(Cl)cc2)cc1
 : -1	12%	-4%	-2%	?	-1%	·	3	-1%	-12
CC(=O)Nc1ccc(S(=O)(=O)NCc2nc(-c3ccccc3Cl)no2)cc1
 : -8	-9%	6%	1%	-17%	-1%	-3	-1	1%	11
Cc1ccccc1-c1nc(Cc2ccc(Cl)cc2)no1
 : 1	6%	-23%	16%	?	-1%	9	2	2%	-9
O=C(NC(=S)Nc1cc(S(=O)(=O)N2CCOCC2)ccc1N1CCOCC1)c1ccco1
 : 3	2%	13%	-4%	-9%	-6%	13	-8	10%	-7
CC(C)Oc1ccc(C(=O)N2CCN(C(=O)c3ccco3)CC2)cc1
 : -21	-2%	2%	7%	13%	-2%	-1	11	-4%	10
CCOC(=O)c1cc(-c2ccc(C)o2)nn1CCC#N
 : -7	12%	3%	2%	0%	0%	0	2	3%	6
CCn1c(SCC(=O)c2[nH]c(C)c(C(C)=O)c2C)nnc1-c1ccccc1
 : -32	0%	0%	-2%	?	1%	0	-11	-1%	-18
COc1ccc(/C=C(\NC(=O)c2ccc(OC)cc2)C(=O)Nc2ccccc2C(=O)O)cc1
 : 9	3%	2%	-1%	-3%	6%	-4	10	4%	-4
CC(C)C(C(=O)Nc1ccccc1)N1C(=O)c2ccccc2C1=O (stereo not drawn)
 : -4	-16%	-9%[46.1 µM]	2%	6%	1%	-1	16	-5%	-2
COc1ccc(Nc2nc(-c3cc4cccc(OC)c4oc3=O)cs2)cc1
 : -13	-5%	5%[46.1 µM]	2%	?	-1%	0	-24	-2%	-16
Fc1ccccc1CSc1nc2ccccc2[nH]1
 : -3	2%	2%	·	?	1%	?	3	0%	8
Cc1ccn(C(C)CC(=O)N2CCc3ccccc32)n1 (stereo not drawn)
 : -3	-3%	11%	0%	0%	0%	0	3	2%	-10
COc1ccc(OCC(=O)Nc2cc(-c3nn4c(C)nnc4s3)ccc2C)cc1
 : -7	14%	5%	15%	3%	0%	·	32	-11%	4
CCOC(=O)C1CCN(CC(=O)c2c(C)n(C)c3ccc(OC)cc23)CC1
 : 16	-9%	2%	2%	1%	-6%	1	15	0%	-5
COc1cc(NC(=O)c2cccc3c2C(=O)N(Cc2cccnc2)C3)cc(OC)c1OC
 : 11	-1%	3%[46.1 µM]	8%	9.2µM*	-5%	12	-2	-1%	20
CC(=O)n1cc([C@H]2C=C(C(=O)Nc3ccccc3)O[C@@H](OCCCCO)C2)c2ccccc21
 : -1	6%	7%	-7%	?	5%	0	-4	-1%	0
CSc1ccccc1OCc1cc(C(=O)NC2CCOC2)no1 (stereo not drawn)
 : -1	-12%	-6%	0%	?	5%	7	9	-4%	5
COCCNC(=S)N/N=C/c1ccc(-c2ccc([N+](=O)[O-])cc2)o1
 : -2	5%	-2%	7%	1%	-6%	15	1	10%	-8
COc1ccc(C2=CC(=O)C[C@H](c3ccc(F)cc3)C2)c(OC)c1
 : 1	-3%	-1%	14%	?	?	15	22	0%	-26
C#CCOCCOCCOCCNc1nc(N2CCN(C(=O)CCCCCCCCCCNC(=O)[C@@H](CCC(=O)O)n3cc(CCCCCN)nn3)CC2)nc(N2CCN(C(=O)CCCCCCCCCCNC(=O)[C@@H](CCC(=O)O)n3cc(CCCCCN)nn3)CC2)n1
 : -4	1%	2%	-2%	0%	1%	6	-27	-14%	10
COc1ccc(C(=O)Cn2ccsc2=NC(C)=O)cc1
 : 0	-4%	3%	-2%	-9%	2%	9	10	2%	1
CCc1cc(=O)oc2c3c(cc(OCC(=O)NC4CC4)c12)OC(C)(C)CC3
 : 1	-9%	-3%	8%	-36%	5%	9	2	-2%	-6
COc1ccc(N(CC2CO2)S(=O)(=O)c2ccc(C)cc2)cc1 (stereo not drawn)
 : 0	0%	-4%	-1%	?	-1%	-3	4	-1%	16
CN(C(=O)CSc1nnnn1-c1ccc(O)cc1)C1CCS(=O)(=O)C1 (stereo not drawn)
 : 2	16%	-6%	6%	1%	0%	-1	3	1%	7
CCCCC(NS(=O)(=O)c1ccc(OC)cc1)C(=O)O (stereo not drawn)
 : -9	23%	-2%	1%	19%	12%	-1	-32	-1%	-11
Cc1cc(C(=O)N/N=C/c2ccc(-c3cccc(Br)c3)o2)n[nH]1
 : -13	9%	-3%	2%	-1%	-4%	-3	-12	1%	0
O=C(Nc1cc(Cl)cc(Cl)c1)C(c1ccccc1)N1CCCCC1 (stereo not drawn)
 : 26	6%	6%[46.1 µM]	10%	-2%	-9%	3	-47	-2%	1
CNc1nc(OC)nc(N(C#N)CN2C(=O)c3ccccc3S2(=O)=O)n1
 : -1	7%	7%	5%	23%	5%	-1	19	2%	-7
CC(=O)Nc1cc(-c2ccc(Cl)cc2)[nH]n1
 : 11	-9%	-13%	-3%	?	24%	15	16	1%	16
CC1CC2(CCCC2)N(C(=O)c2ccccc2)Cc2ccccc21 (stereo not drawn)
 : 2	-2%	-1%[46.1 µM]	9%	26%	?	2	9	0%	-12

Record cards, from the list above. Order of values: hERG WT inh | Eya2 inh | TCR activator | AT treatment | ELG1 repair inh | Mito fusion act | TRPV1 ag | KCNH2 3.1 block | USP2a block | TSHR antag
Profile of `CCCCC(NS(=O)(=O)c1ccc(OC)cc1)C(=O)O` (stereo not drawn) → -9 | 23% | -2% | 1% | 19% | 12% | -1 | -32 | -1% | -11
Profile of `COc1cc(NC(=O)c2cccc3c2C(=O)N(Cc2cccnc2)C3)cc(OC)c1OC` → 11 | -1% | 3%[46.1 µM] | 8% | 9.2µM* | -5% | 12 | -2 | -1% | 20
Profile of `Cc1cc(C(=O)N/N=C/c2ccc(-c3cccc(Br)c3)o2)n[nH]1` → -13 | 9% | -3% | 2% | -1% | -4% | -3 | -12 | 1% | 0

Among those listed so far, these have two or more sulfur atoms.
Every second line gives: hERG WT inh	Eya2 inh	TCR activator	AT treatment	ELG1 repair inh	Mito fusion act	TRPV1 ag	KCNH2 3.1 block	USP2a block	TSHR antag
CCS(=O)(=O)c1nc(S(=O)(=O)c2ccc(Cl)cc2)c(NCCN2CCOCC2)s1
 : 4	-2%	-11%	-2%	5%	10%	4	19	2%	6
O=C(NC(=S)Nc1cc(S(=O)(=O)N2CCOCC2)ccc1N1CCOCC1)c1ccco1
 : 3	2%	13%	-4%	-9%	-6%	13	-8	10%	-7
CN(C(=O)CSc1nnnn1-c1ccc(O)cc1)C1CCS(=O)(=O)C1 (stereo not drawn)
 : 2	16%	-6%	6%	1%	0%	-1	3	1%	7
